RGS4 inhibitor: human RGS4 inhibition; Potency, µM (titrated, usually from 114 µM), inactives show at the highest dose activity change, negative = inhibition, usual class: inhibitors; Transcreener GDP fluorescence polarization, RGS4-accelerated GTP hydrolysis; actives 0.039% (n = 390,000); AID 504845; P49798; further: on the % scale 0 is the no-effect control and ±100 the full control effect; nearly all actives have a fitted effect of over 75% in size; some results filed as inactive show a strong effect at the top dose
Target sequence (P49798 whole entry, looked up): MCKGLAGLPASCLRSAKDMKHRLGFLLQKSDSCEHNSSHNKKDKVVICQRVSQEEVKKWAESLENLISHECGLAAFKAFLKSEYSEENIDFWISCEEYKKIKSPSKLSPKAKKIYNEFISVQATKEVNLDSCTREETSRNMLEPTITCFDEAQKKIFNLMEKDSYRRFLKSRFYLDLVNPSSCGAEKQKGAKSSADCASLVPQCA
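MLSMR compounds (23 nl, pin-transferred) preincubated 10 min at room temperature with a 500nM (2x) first reagent, then RGS4 at 900nM (2x) plus Transcreener GDP mix added; fluorescence polarization (620/688 nm) read before and after 90 min at 30 °C.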
USP1 inh: blocks the human USP1/UAF1 deubiquitinase complex; recombinant USP1/UAF1, Ub-Rhodamine cleavage fluorescence; Potency, µM (doses to about 57.1 µM), for the others: at the highest dose activity change, negative = inhibition, actives largely listed as inhibitors; O94782; AID 743255; actives 0.23% (n = 390,000); further: on the % scale 0 is the no-effect control and ±100 the full control effect; nearly all actives have a fitted effect of over 60% in size; inactives centre near -12
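Step one: compound is pinned into 1nM USP1/UAF1 in HEPES pH 7.8 buffer with TCEP. Step two: 15 min room-temperature incubation. Step three: Ub-Rho (150nM final) starts cleavage, tracked by fluorescence over six one-minute reads.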
ALOX12 inh: inhibitors of human 12S-lipoxygenase ALOX12; Potency, µM (highest dose often 108 µM), for inactives: at the highest dose activity change, negative = inhibition, most hits filed as inhibitors; actives 1.1% (n = 580,000); purified 12hLO, xylenol orange hydroperoxide absorbance; further: on the % scale 0 is the no-effect control and ±100 the full control effect
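Purified human 12hLO at 150 nM in 25 mM Hepes, 0.01% Triton X-100, pH 7.0, preincubated 15 min at room temperature with compound. Reaction started with 40 uM arachidonic acid, 30 min at room temperature. Hydroperoxide measured by Fe-xylenol orange, 573/405 nm absorbance ratio.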
Vif-APOBEC3G blk: blocks the Vif interaction with human APOBEC3G; Q9HC16; HeLa A3G-eYFP + Vif (tagged APOBEC3G with the HIV-1 protein that degrades it), YFP fluorescence, overnight; Potency, µM (series often up to 46.1 µM), without a hit: at the highest dose activity, negative = active, most hits filed as inhibitors; actives 0.076% (n = 410,000); AID 602310;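 further: on the % scale 0 is the no-effect control and ±100 the full control effect; nearly all actives have a fitted effect of over 60% in size; hits raise eYFP signal because A3G escapes Vif-driven loss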
Target sequence (Q9HC16 whole entry, looked up): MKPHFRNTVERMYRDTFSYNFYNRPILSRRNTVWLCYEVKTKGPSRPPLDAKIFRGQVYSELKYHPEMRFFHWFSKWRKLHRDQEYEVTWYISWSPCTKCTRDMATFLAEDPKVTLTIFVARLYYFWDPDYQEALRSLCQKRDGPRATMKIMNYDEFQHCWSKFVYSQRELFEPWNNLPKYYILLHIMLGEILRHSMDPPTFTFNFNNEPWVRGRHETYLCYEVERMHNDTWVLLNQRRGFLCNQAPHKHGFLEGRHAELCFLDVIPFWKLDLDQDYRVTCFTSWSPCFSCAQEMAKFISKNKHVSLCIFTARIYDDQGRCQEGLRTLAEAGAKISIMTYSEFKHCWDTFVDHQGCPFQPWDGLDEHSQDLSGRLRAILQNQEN
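Read-out is eYFP fluorescence (Ex 488/Em 500-530) from Vif-expressing HeLa A3G-eYFP cells; more signal means A3G escaped Vif-mediated degradation. Cells plated overnight, compound pinned in, incubated overnight at 37 deg C.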
TrxR1 inh: rat TrxR1 inhibition; Potency, µM (highest dose often 114 µM), for the others: at the top dose activity change, negative = inhibition, hits mostly inhibitors; actives 1% (n = 390,000); recombinant rTrxR1, NADPH fluorescence consumption, selenite substrate; O89049; further: on the % scale 0 is the no-effect control and ±100 the full control effect; nearly all actives have a fitted effect of over 65% in size
Target sequence (O89049 whole entry, looked up): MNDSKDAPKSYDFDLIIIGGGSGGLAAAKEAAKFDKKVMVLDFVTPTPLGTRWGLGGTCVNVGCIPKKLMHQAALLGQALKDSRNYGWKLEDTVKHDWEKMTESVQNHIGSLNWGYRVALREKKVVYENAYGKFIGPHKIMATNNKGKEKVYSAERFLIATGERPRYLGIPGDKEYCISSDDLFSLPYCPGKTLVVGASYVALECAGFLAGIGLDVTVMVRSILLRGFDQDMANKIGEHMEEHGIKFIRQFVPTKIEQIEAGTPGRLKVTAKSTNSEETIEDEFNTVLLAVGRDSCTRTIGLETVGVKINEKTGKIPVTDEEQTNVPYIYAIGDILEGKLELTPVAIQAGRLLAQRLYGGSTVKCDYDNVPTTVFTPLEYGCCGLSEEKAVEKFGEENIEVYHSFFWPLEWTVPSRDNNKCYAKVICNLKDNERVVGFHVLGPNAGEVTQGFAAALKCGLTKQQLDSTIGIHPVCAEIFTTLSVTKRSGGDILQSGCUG
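Rat TrxR1 (90 nM in the dispensed reagent) was pre-reduced with 400 uM NADPH for 5 min at room temperature, then incubated with compound for 15 min. After 400 uM selenite was added, NADPH fluorescence (Ex 340/Em 450 nm) was followed for 8 min.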
mIDH1 inhibitor: human IDH1 R132H inhibition. O75874. IDH1-R132H enzyme, NADPH consumption, diaphorase/resazurin fluorescence. Potency, µM (top dose mostly 76.6 µM), for the others: top-dose activity change, negative = inhibition, usual class: inhibitors. actives 0.093% (n = 390,000); further: on the % scale 0 is the no-effect control and ±100 the full control effect; nearly all actives have a fitted effect of over 65% in size
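IDH1-R132H (0.5 ug/mL) preincubated 30 min with compound, then NADPH (0.016 mM) and alpha-KG (2 mM) added; 80 min at RT, pH 7.5. Remaining NADPH coupled via diaphorase/resazurin to fluorescence (540/590 nm); concentration-response curves normalized to no-enzyme control.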
Vif-A3F inh: inhibitors of Vif-A3F interaction; Potency, µM (top dose mostly 46.1 µM), for the others: top-dose activity, negative = active; HeLa A3F-eYFP + Vif (tagged APOBEC3F with the HIV-1 protein that degrades it), YFP fluorescence increase; actives 0.2% (n = 390,000); further: % of control where 0% means no effect; nearly all actives have a fitted effect of over 65% in size
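Fluorescence increase (Ex 488/Em 500-530) after overnight compound treatment at 37 deg C flags inhibition of Vif-driven A3F-eYFP loss in stable HeLa A3F-eYFP/Vif cells seeded overnight beforehand.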
RXFP1 ag: RXFP1 (human) receptor agonism | Q9HBX9 | HEK293T-RXFP1 cAMP TR-FRET, 30 min; response scale: percent of porcine relaxin response, buffer zero | Potency, µM (doses to about 57.5 µM), without a hit: at the top dose activation, most hits filed as activators | actives 0.3% (n = 370,000); further: on the % scale 0 is the no-effect control and ±100 the full control effect; nearly all actives have a fitted effect of over 60% in size; many of its hits are not listed in these tables
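HEK293T cells stably expressing RXFP1 were pretreated with the PDE4 inhibitor Ro 20174, exposed to compounds for 30 min at 37C, lysed, and cAMP was read by TR-FRET. Data normalized to buffer (basal) and 29 nM porcine relaxin (100%).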
TrxR1 substrate: is turned over as a substrate by rat TrxR1; Potency, µM (highest dose often 114 µM), for inactives: at the highest dose activity change, negative = substrate turnover; actives 0.01% (n = 390,000); purified TrxR1 substrate turnover, NADPH consumption readout; further: on the % scale 0 is the no-effect control and ±100 the full control effect; nearly all actives have a fitted effect of over 50% in size
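Rat TrxR1, dispensed at 90 nM, was prereduced with 400 uM NADPH (final) for 5 min at ~22 deg C, then incubated with compound 15 min before 400 uM selenite. A first-read NADPH fluorescence drop versus no-compound background flagged substrates.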
Starred values were filed as active, the others as inactive; & = joins results of further samples; [ ] = another dose, or the depositor's remark. The call rests on the fitted dose curve; in most records, active means well fitted curve in the direction sought with a large enough effect; inconclusive means small, poorly fitted or top-dose-only effect, or another doubt; inactive means no such curve, though single readings can be large; an effect the other way counts as inactive or inconclusive. Potency means the concentration at half of the fitted maximal effect.

Results for COc1cc2[nH]c(C(=O)NCC3CCCO3)cc2c(OC)c1OC (configuration not stated) ?
RGS4 inhibitor: -27.3%[56.9 µM]; USP1 inh: -23.3%; ALOX12 inh: -0.4%&21.8%; Vif-APOBEC3G blk: -8.8%; TrxR1 inh: 31.3%; mIDH1 inhibitor: -0.2%; Vif-A3F inh: -8.4%; RXFP1 ag: 1.4%; TrxR1 substrate: 50.5%[activator]

What do the screens show for `Nc1cc(=O)[nH]c(SCC(=O)Nc2cccc(S(=O)(=O)N3CCCCCC3)c2)n1`?
RGS4 inhibitor: 11.6%; USP1 inh: -5.3%; ALOX12 inh: -3.1%; Vif-APOBEC3G blk: -0.3%; TrxR1 inh: 13.1%[57.1 µM]; mIDH1 inhibitor: 6.6%; Vif-A3F inh: -4.8%; TrxR1 substrate: -11.2%

How did O=C(COC(=O)/C=C/c1cccs1)Nc1ccc(F)cc1 do in these assays?
RGS4 inhibitor: -12.5%; USP1 inh: -23.2%; ALOX12 inh: 8.8%; Vif-APOBEC3G blk: 3.2%; TrxR1 inh: 5.2%; mIDH1 inhibitor: 1.0%; Vif-A3F inh: -0.3%; RXFP1 ag: 0.4%; TrxR1 substrate: -3.0%

Results for c1ccc2c(c1)Cc1cc3ccccc3nc1-2 ?
RGS4 inhibitor: -19.5%; USP1 inh: -6.1%; ALOX12 inh: inconclusive; Vif-APOBEC3G blk: inconclusive; TrxR1 inh: -8.3%[57.1 µM]; mIDH1 inhibitor: 4.6%; Vif-A3F inh: 10µM*; RXFP1 ag: 0.8%; TrxR1 substrate: -4.8%[57.1 µM]

How did COc1ccc(C(=O)NC(=S)Nc2ccc(CN3CCOCC3)cc2)cc1OC do in these assays?
RGS4 inhibitor: -14.9%; USP1 inh: 1.8%; ALOX12 inh: 0.0%; Vif-APOBEC3G blk: 0.2%; TrxR1 inh: inconclusive; mIDH1 inhibitor: 8.4%; Vif-A3F inh: 1.2%; RXFP1 ag: 1.2%; TrxR1 substrate: -4.2%

What do the screens show for `CCOc1ccc(CCNC(=O)c2cc(S(=O)(=O)N3CCOCC3)ccc2C)cc1OCC`?
RGS4 inhibitor: 10.0%; USP1 inh: -20.0%; ALOX12 inh: -10.4%; Vif-APOBEC3G blk: -0.7%; TrxR1 inh: 8.0%; mIDH1 inhibitor: 2.4%; Vif-A3F inh: inconclusive; RXFP1 ag: 1.1%; TrxR1 substrate: 2.6%

Results for O=C1OCCC1Sc1nc2ccccc2c(=O)n1Cc1ccccc1 (configuration not stated) ?
RGS4 inhibitor: -30.6%; USP1 inh: -7.7%; ALOX12 inh: -14.9%; Vif-APOBEC3G blk: -1.2%; TrxR1 inh: 6.8%[57.1 µM]; mIDH1 inhibitor: 9.2%; Vif-A3F inh: -14.2%; RXFP1 ag: 0.2%; TrxR1 substrate: -17.2%[57.1 µM]

Results for C[C@@]12CCC3[C@@](CCC4[C@@]3(C)CCC[C@@]4(C)C(=O)O)(CC1=O)C2 (some centres not stated) ?
RGS4 inhibitor: 18.2%; USP1 inh: inconclusive; ALOX12 inh: 24.0%; Vif-APOBEC3G blk: 1.2%; TrxR1 inh: -12.7%; mIDH1 inhibitor: -10.8%; Vif-A3F inh: -1.6%; RXFP1 ag: -1.4%; TrxR1 substrate: -9.5%

How did CN(CC(=O)Nc1c(Cl)cccc1Cl)C(=O)c1sccc1-c1ccccc1 do in these assays?
RGS4 inhibitor: -42.4%; USP1 inh: inconclusive; ALOX12 inh: -9.8%; Vif-APOBEC3G blk: -8.1%; TrxR1 inh: 40.2%[57.1 µM]; mIDH1 inhibitor: 5.8%; Vif-A3F inh: -15.2%; RXFP1 ag: 2.3%; TrxR1 substrate: 8.8%

Results for Cc1ccccc1OCC(O)Cn1c(NCc2ccco2)nc2c1c(=O)n(C)c(=O)n2C (configuration not stated) ?
RGS4 inhibitor: -1.7%; USP1 inh: inconclusive; ALOX12 inh: 9.8%; Vif-APOBEC3G blk: -7.9%; TrxR1 inh: -9.2%; mIDH1 inhibitor: -0.8%; Vif-A3F inh: -9.0%; RXFP1 ag: 5.8%; TrxR1 substrate: 3.1%

How did CN/C=C1\C(=O)C(C)(C)Oc2ccc3ccc(=O)oc3c21 do in these assays?
RGS4 inhibitor: -31.0%; USP1 inh: -28.8%; ALOX12 inh: 0.0%; Vif-APOBEC3G blk: -5.8%; TrxR1 inh: 4.4%[57.1 µM]; mIDH1 inhibitor: 2.3%; Vif-A3F inh: 1.2%; RXFP1 ag: 1.3%; TrxR1 substrate: -9.7%

How did COc1cccc(N2CCN(C(=O)CSc3ccc(F)cc3)CC2)c1 do in these assays?
RGS4 inhibitor: 10.3%; USP1 inh: -11.9%; ALOX12 inh: -24.2%; Vif-APOBEC3G blk: -2.1%; TrxR1 inh: 27.9%[57.1 µM]; mIDH1 inhibitor: 6.5%; Vif-A3F inh: 9.6%; RXFP1 ag: 4.8%; TrxR1 substrate: -0.9%[57.1 µM]

2 records picked at random from the list so far, as already listed:
Results for C[C@@]12CCC3[C@@](CCC4[C@@]3(C)CCC[C@@]4(C)C(=O)O)(CC1=O)C2 (some centres not stated) ?
RGS4 inhibitor: 18.2%; USP1 inh: inconclusive; ALOX12 inh: 24.0%; Vif-APOBEC3G blk: 1.2%; TrxR1 inh: -12.7%; mIDH1 inhibitor: -10.8%; Vif-A3F inh: -1.6%; RXFP1 ag: -1.4%; TrxR1 substrate: -9.5%

What do the screens show for `Nc1cc(=O)[nH]c(SCC(=O)Nc2cccc(S(=O)(=O)N3CCCCCC3)c2)n1`?
RGS4 inhibitor: 11.6%; USP1 inh: -5.3%; ALOX12 inh: -3.1%; Vif-APOBEC3G blk: -0.3%; TrxR1 inh: 13.1%[57.1 µM]; mIDH1 inhibitor: 6.6%; Vif-A3F inh: -4.8%; TrxR1 substrate: -11.2%

(continued)
How did Cc1cccc2sc(NC(=O)CN3C(=O)c4ccccc4C3=O)nc12 do in these assays?
RGS4 inhibitor: -17.8%; USP1 inh: -9.8%; ALOX12 inh: 29.0%; Vif-APOBEC3G blk: -0.4%; TrxR1 inh: -7.8%; mIDH1 inhibitor: -0.6%; Vif-A3F inh: -10.2%; RXFP1 ag: 0.9%; TrxR1 substrate: -8.9%

Results for O=C(CCc1ccc(S(=O)(=O)NC2CCCCC2)cc1)Nc1ccccc1 ?
RGS4 inhibitor: -2.0%[11.4 µM]; USP1 inh: -19.7%; ALOX12 inh: 7.1%; Vif-APOBEC3G blk: -0.5%; TrxR1 inh: 18.8%[57.1 µM]; mIDH1 inhibitor: -0.6%; Vif-A3F inh: -11.0%; RXFP1 ag: 8.2%; TrxR1 substrate: 7.7%[57.1 µM]

How did CN=C1S/C(=C\c2ccc(O)c(OC)c2)C(=O)N1C do in these assays?
RGS4 inhibitor: -13.7%; USP1 inh: -20.7%; ALOX12 inh: inconclusive; Vif-APOBEC3G blk: -8.6%; TrxR1 inh: -0.9%[57.1 µM]; mIDH1 inhibitor: 4.9%; Vif-A3F inh: 6.1%; TrxR1 substrate: -6.0%[57.1 µM]

What do the screens show for `Cn1cnnc1SCC(=O)N/N=C/c1ccc(OCC(N)=O)cc1`?
RGS4 inhibitor: -4.5%; USP1 inh: -15.8%; ALOX12 inh: 159.9%[activator]; Vif-APOBEC3G blk: -3.5%; TrxR1 inh: -2.2%[57.1 µM]; mIDH1 inhibitor: 1.9%; Vif-A3F inh: 8.1%; RXFP1 ag: 2.2%; TrxR1 substrate: 2.6%[57.1 µM]

Results for O=C(c1ccccc1)N1CC(COc2ccccc2)OC(c2cccnc2)O1 (configuration not stated) ?
RGS4 inhibitor: -10.6%[11.4 µM]; USP1 inh: -17.8%; ALOX12 inh: -16.7%; Vif-APOBEC3G blk: -1.5%; TrxR1 inh: 7.3%[57.1 µM]; mIDH1 inhibitor: 2.7%; Vif-A3F inh: 0.8%; RXFP1 ag: -0.4%; TrxR1 substrate: -11.3%

Results for COc1ccc(N2CCN(CCNC(=O)c3ccc(NC(=O)C4CCCO4)cc3)CC2)cc1 (configuration not stated) ?
RGS4 inhibitor: 16.4%; USP1 inh: -2.7%; ALOX12 inh: 6.8%; Vif-APOBEC3G blk: 0.1%; TrxR1 inh: 7.9%; mIDH1 inhibitor: -2.8%; Vif-A3F inh: -2.7%; RXFP1 ag: -0.9%; TrxR1 substrate: 0.9%

What do the screens show for `CC(Sc1nc(-c2ccccc2)c(-c2ccccc2)[nH]1)C(=O)NCC1CCCO1` (configuration not stated)?
USP1 inh: -21.8%; ALOX12 inh: inconclusive; Vif-APOBEC3G blk: -6.1%; mIDH1 inhibitor: 10.2%; Vif-A3F inh: -3.6%

Results for Cc1ccc(S(=O)(=O)NCc2ccc(C(=O)N3CCN(c4ccc([N+](=O)[O-])cc4)CC3)cc2)cc1 ?
RGS4 inhibitor: 5.1%; USP1 inh: -22.3%; ALOX12 inh: 9.4%; Vif-APOBEC3G blk: 0.9%; TrxR1 inh: -0.9%; mIDH1 inhibitor: -3.9%; Vif-A3F inh: -0.7%; RXFP1 ag: -0.4%; TrxR1 substrate: -8.7%

Screens (PubChem BioAssay)

A portion of the library; rates above refer to the full screens.
